Rtt109 Vps75 – inhibitors of Candida albicans Rtt109/Vps75 histone acetyltransferase | Q5AAJ8 | purified Rtt109/Vps75, ThioGlo CoA-SH fluorescence, 4 h | inhibition, % at 34.9 µM | 330,000 compounds, 0.16% hits | AID 540336;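 active means inhibition of at least 50% in every replicate; inconclusive means best replicate reaches 50% inhibition but some replicates fall short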
Keap1-Nrf2 PPI – disrupts human Keap1 binding to Nrf2 peptide; Q14145; Keap1 Kelch-Nrf2 peptide fluorescence polarization, 1536-well; inhibition, % at 9.4 µM; 340,000 compounds, 0.15% hits; AID 504523; in the data active means inhibition above about 12%; inconclusive means no clear call, values can overlap the other calls; inactive means below about 7.3%;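 further: human Keap1 Kelch domain with fluorescein labeled Nrf2 9mer peptide probe; 0% = neutral control wells and 100% = peptide positive control; higher means more block of Keap1 binding to Nrf2 peptide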
Target sequence (Q14145 whole entry, looked up, the tested form may be a part): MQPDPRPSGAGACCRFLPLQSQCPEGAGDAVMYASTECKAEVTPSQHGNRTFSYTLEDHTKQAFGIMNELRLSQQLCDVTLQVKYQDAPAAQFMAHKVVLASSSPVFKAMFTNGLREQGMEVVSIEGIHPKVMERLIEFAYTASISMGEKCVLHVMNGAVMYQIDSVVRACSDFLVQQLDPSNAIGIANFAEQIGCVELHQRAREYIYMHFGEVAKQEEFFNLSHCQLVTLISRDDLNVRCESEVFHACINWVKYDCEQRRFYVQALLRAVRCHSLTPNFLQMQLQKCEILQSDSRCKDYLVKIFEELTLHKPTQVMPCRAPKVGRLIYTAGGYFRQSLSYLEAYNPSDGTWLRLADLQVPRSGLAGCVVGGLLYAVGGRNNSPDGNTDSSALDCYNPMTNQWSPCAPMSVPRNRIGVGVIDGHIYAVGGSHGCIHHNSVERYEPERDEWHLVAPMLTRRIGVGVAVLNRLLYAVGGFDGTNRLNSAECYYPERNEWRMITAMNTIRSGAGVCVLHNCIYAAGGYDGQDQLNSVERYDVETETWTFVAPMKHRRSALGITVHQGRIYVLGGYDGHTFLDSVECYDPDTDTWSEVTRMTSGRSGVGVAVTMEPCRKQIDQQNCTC
RTF Ca sens act – cardiac RTF calcium sensitization; activation, % at 7.2 µM; IANBD-labeled TnC RTF fluorescence at EC20 calcium; 0% EC20 calcium, 100% full calcium; P19429+P45379; 340,000 compounds, 0.24% hits;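 active means activation above the mean over all tested compounds plus 3 SD, cut at about 30% in these data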;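 further: rise in fluorescence read as greater calcium sensitivity of cardiac thin filaments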
PvdQ inh – blocks Pseudomonas aeruginosa PvdQ acylase activity; purified PvdQ acylase, fluorescence plate reader; 340,000 compounds, 0.063% hits; AID 488965; inhibition, % at 10 µM; in the data active means inhibition above about 30%, passing the limit was not always enough; inconclusive means no clear call, values can overlap the other calls;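 further: 0% = vehicle neutral wells and 100% = reference inhibitor wells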
PfHsp90 set2 – inhibits growth of yeast expressing Plasmodium falciparum Hsp90; S. cerevisiae expressing PfHsp90, BacTiter-Glo ATP, 48 h; yeast lacking PDR1 and PDR3 efflux regulators; inhibition, % at 9.4 µM; 310,000 compounds, 0.32% hits; AID 504621;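 active means every replicate shows inhibition above about 80%, whatever the replicate mean, limit read from the data; inconclusive means mean inhibition reaches the set limit but some replicate falls short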;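 further: 0% = DMSO neutral controls and 100% = 20 µM radicicol positive controls; yeast relying on Plasmodium falciparum Hsp90 in place of its own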
RTF Ca sens inh – cardiac RTF calcium desensitization; IANBD-labeled cardiac RTF, Ca2+ fluorescence; 340,000 compounds, 0.12% hits; inhibition, % at 7.15 µM;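 active means inhibition above the mean inhibition of all tested compounds plus 3 SD, cut at about 17% in these data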;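 further: assay run at fixed EC70 calcium of 1.6 mM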
Mot1-301 SUMO – SUMOylation pathway inhibition by Mot1-301 growth rescue; S. cerevisiae Mot1-301 growth rescue, ATP luminescence, 38.5C; percent above DMSO median, 100 means doubled; growth rescue, % at 18.8 µM; 320,000 compounds, 1% hits; AID 2716;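 active means every valid replicate shows activation above 250% relative to neutral control wells; inactive means the rest, any valid replicate at or below 250%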;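 further: OY570 slx delta 5 strain wells were the positive control but not used for scaling; some compounds called inactive have numbers as strong as hits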
C-LANA FP – blocks KSHV LANA C-terminal domain binding to DNA | MBP-C-LANA/FAM-LBS DNA binding, fluorescence polarization | inhibition, % at 9 µM | 340,000 compounds, 0.078% hits;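 active means highest replicate inhibition at or above 60% at 9 µM, even if other replicates fall short; inactive means all replicates below 60% inhibition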;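 further: 0% = neutral control wells and 100% = 4 µM acridine orange control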
NSD2 HMT inh – inhibitors of human histone methyltransferase NSD2; O96028; NSD2 peptide methylation, AlphaScreen, 120 min; inhibition, % at 12.5 µM; 310,000 compounds, 0.54% hits; in the data active means inhibition above about 50%
dFosB activator – enhances mouse delta FosB homodimer DNA binding. P13346. purified delta FosB, TAMRA-CDK5 oligo fluorescence polarization; percent of positive-control signal above neutral wells. activation, % at 25 µM. 340,000 compounds, 0.99% hits. AID 493131;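 active means mean activation above about 17%, with every replicate also reaching it, limit read from the data, passing the limit was not always enough; inconclusive means only one of the two conditions met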;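 further: fluorescence polarization rise as delta FosB binds a TAMRA Cdk5 AP-1 oligo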
CDK5 p35 inh – CDK5/p35 (human) kinase inhibition; Q00535+Q15078; Recombinant CDK5/p35, ADP-Glo luminescence, 60 min; inhibition, % at 10 µM; 330,000 compounds, 0.01% hits; AID 488839;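 active means highest replicate inhibition of at least 50% and at least 75% of replicates reaching 50%; inconclusive means only one of the two criteria met; inactive means both criteria failed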;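 further: plate controls were DMSO neutral control for no effect and GW8510 at 10 µM for full effect; many of its hits are not listed in these tables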
Starred values were filed as active, the others as inactive; ? = inconclusive; . = no result given.

smiles	Rtt109 Vps75	Keap1-Nrf2 PPI	RTF Ca sens act	PvdQ inh	PfHsp90 set2	RTF Ca sens inh	Mot1-301 SUMO	C-LANA FP	NSD2 HMT inh	dFosB activator	CDK5 p35 inh
CCCC(=O)C1C(=O)CC(CC(C)SCC)CC1=O (centres undefined)	-9	-1	4	-9	20	-12	5	0.5	-1	8	0.8
COC(=O)c1ccccc1N(C)S(=O)(=O)c1cc2c(cc1C)OCC(=O)N2	-8	-1	2	-14	-2	-2	431	-0.2	-3	-5	2.6
O=C1CSC(=Nc2ccccc2)N1Cc1ccccc1	1	-2	-4	-6	0	0	10	-1.4	-5	-3	-0.1
Cc1cccc(C(=O)c2cn[nH]c2-c2ccc(C)cc2O)c1	6	0	-1	-26	-9	-14	-1	0.4	1	5	-0.5
COc1ccc(N2C(=O)CSC2c2ccccc2[N+](=O)[O-])cc1 (centres undefined)	-4	-1	0	1	.	19*	-3	1.7	9	-2	0.4
COc1ccc(OC)c(C(C(=O)NC2CCCCC2)N(Cc2ccco2)C(=O)c2ccccn2)c1 (centres undefined)	-6	-5	-3	8	-10	2	4	0.4	7	-4	0.6
COc1ccccc1CNCC(=O)Nc1ccc(N2CCOCC2)cc1	32	0	-3	-14	3	-8	11	0.5	4	-4	1.0
CCOc1ccc2c(c1)C(C)=CC(C)(C)N2C(=O)Nc1ccccc1	13	-7	3	-6	3	1	8	9.0	.	-8	-1.7
Cc1ccc(-n2ccnc(SCC(=O)NCCc3ccccc3)c2=O)cc1F	-44	-4	-2	7	.	-8	-4	1.3	-1	-2	1.4
CCOc1ccc(-n2cc(C(=O)Nc3ccc(Cl)cn3)c3cc(OC)c(OC)cc3c2=O)cc1	2	-3	0	-15	-31	-4	.	0.0	-6	6	1.4
CCCCN(CC)CCNC(=O)c1[nH]c(C)c(C(C)=O)c1C	9	5	-2	0	-14	-13	4	1.5	19	-3	-0.8
Cc1nn(C)c(C(=O)N/N=C/c2ccc(C(F)(F)F)cc2)c1[N+](=O)[O-]	0	3	-8	2	-11	-7	13	0.6	-1	-2	-0.4
CN(C)/C=N/c1ncc(C(=O)c2ccc(Cl)cc2Cl)s1	0	3	2	-5	-1	-2	10	-1.6	-7	-7	-0.9
CCCCOC(=O)Nc1ccccc1C(N)=O	.	6	-1	-2	.	-5	-25	0.2	0	-5	-1.1
O=C(Oc1ccc2c(=O)c(Cl)coc2c1)c1ccncc1	-58	0	3	3	.	-1	-8	-1.4	-1	2	1.2
Cn1nc(C(=O)Nc2nc(-c3ccccn3)cs2)c2ccccc2c1=O	0	-2	-11	-17	-13	-10	.	0.8	-1	-16	1.3
Cc1nn(-c2ccccc2)c(C)c1/C=N/NC(=O)c1ccccc1O	10	-6	1	14	9	0	565	-1.7	-2	-3	0.9
CS(=O)(=NS(=O)(=O)c1ccc(Cl)cc1)c1ccccc1 (centres undefined)	5	-4	11	-11	3	-15	-11	-0.8	-3	-6	-3.1
O=C(c1cc(-c2cccnc2)nc2ccc(Br)cc12)N1CCN(c2ncccn2)CC1	8	0	-4	4	-18	-9	-15	-0.4	1	-21	0.0
COc1ccc2cc3cc(C(=O)N4CCCCCC4)oc3nc2c1	-6	-2	-3	-16	5	-8	307	-2.3	1	-42	-0.1
CN1CCN(S(=O)(=O)c2ccc(NN)nc2)CC1	-16	-2	0	-10	-18	-2	4	-1.4	2	-2	3.4
CC(C)Cn1c(-c2cccnc2)nc2c1c(=O)[nH]c(=O)n2CC(C)C	4	-6	3	-1	-15	-4	-5	0.5	0	2	-1.1
Cc1nc2cc(C(=O)O)ccc2s1	2	-1	4	0	.	-9	-4	1.0	24	-3	4.0
COc1cc(NC(=O)c2cc(OC)c(OC)c(OC)c2)c2ncccc2c1	0	5	0	-10	-9	-3	.	4.5	-1	-14	-0.1
COc1cccc2sc(NNC(=O)C3=COCCO3)nc12	-1	1	4	-18	-6	-6	2	2.0	-7	-7	0.3
Cc1cccc(NC(=O)c2cc(S(=O)(=O)N3CCCCC3)c[nH]2)c1C	6	-4	-6	-14	-1	-8	5	0.1	.	-14	0.2
Cc1ccc(CSC2=NCCN2C(=O)C2CC2)cc1	-6	-4	4	-9	-3	-1	-1	-1.0	3	7	2.4
CC(C)(C)CC(=O)Nc1ccccc1N1CCN(c2ccc(F)cc2)CC1	4	3	3	6	-4	5	-29	.	1	-3	2.2
C(=N\n1cnnc1)/c1ccc(-c2ccccc2)cc1	5	-3	7	-10	-8	-6	-12	0.9	0	0	1.0
NC(=O)CC(NC(=O)c1ccccc1)c1ccc(NC2CCN(Cc3ccccc3)CC2)c([N+](=O)[O-])c1 (centres undefined)	13	-2	10	-13	-17	-6	1	0.2	.	-3	2.2
Nc1nonc1C(=O)NCCNC(=O)c1ccccc1F	-1	0	0	0	-16	-1	-2	-1.0	67*	2	0.1
N/C(=N\OC(=O)Cc1cccs1)c1ccc([N+](=O)[O-])cc1	-4	-6	-9	3	-16	9	-7	-1.0	41	6	2.1
O=C1c2cccc(OCC(=O)N3CCCc4ccccc43)c2CCN1Cc1ccc(F)cc1	-7	3	-1	3	-13	-3	-7	2.2	0	-3	-0.2
CCC1C(=O)NCCN1C(=O)c1ccc2nc(Cc3ccc(OC)cc3)oc2c1 (centres undefined)	-19	-1	-6	-17	-32	-7	54	-0.9	0	-19	1.2
c1ccc(C(=NNc2nc3ccccc3s2)c2ccccn2)cc1	-5	2	-2	-1	108*	3	.	1.5	-2	-14	0.3
CCN(CC)CCCn1c2c(c(SCC(=O)Nc3ccc(OC(F)(F)F)cc3)nc1=O)CCC2	12	1	-3	-4	.	-6	-1	0.7	20	-22	1.5
Cc1ccc(Nc2nc3ccccc3n3cnnc23)c(Cl)c1	-2	3	5	1	-39	-6	-9	-1.5	1	4	0.0
O=C(O)C1(P(=O)(c2ccccc2)c2ccccc2)CCC1	-2	-9	-4	-15	31	-1	1	8.1	1	-3	-3.1
Cc1ccc(-c2csc(N/N=C/c3ccco3)n2)c(C)c1	2	0	1	-7	-2	10	15	0.6	1	-4	-1.2
CCCNC(=O)c1ccc(S(=O)(=O)c2ccc(OC)cc2)c([N+](=O)[O-])c1	-2	-6	-4	-10	21	-11	-24	1.6	9	-8	1.5
CC(NC(=O)CN1CCCC1)c1ccccc1 (centres undefined)	3	-2	-6	1	7	-1	-14	-2.6	1	7	-0.3
CCCn1nc(NC(=O)C(C)(C)C)c2cc3cc(OC)ccc3nc21	-3	-7	2	-1	-11	-6	40	-0.5	-5	-6	10
O=C(Nc1ccc(Cl)cn1)Nc1ccc(Cl)cn1	.	0	7	-11	-14	2	1	-0.3	-2	?	-1.8
CN1C(=O)/C(=C/c2ccccc2F)Sc2ccc(C(=O)NCC3CCCO3)cc21 (centres undefined)	8	7	0	8	-22	-7	7	-1.6	.	-18	1.3
Cc1cc(C)nc(NC(=O)CCN2C(=O)c3ccccc3S2(=O)=O)n1	-1	5	6	-8	.	1	-8	1.6	0	-3	1.5
Cc1cc(Nc2ccccc2)nn1C(=O)c1ccc(Cl)cc1	0	-2	-3	-1	12	10	-6	1.6	-1	1	-1.7
CCCc1cc(C(=O)OCC(=O)N(CCC)c2c(N)n(Cc3ccccc3)c(=O)[nH]c2=O)sc1C	-3	-4	-1	-8	-32	-12	651	0.9	-1	8	1.7
COc1ccccc1C(=O)NC(=O)COC(=O)CNC(=O)c1ccccc1	-9	-4	-7	-18	5	-4	.	-1.3	-5	3	1.4
CSc1ccccc1NC(=O)CO/N=C(\C)c1cc2ccccc2o1	21	-1	-5	2	12	2	2	-2.6	-2	-19	-2.1
Cc1ccc(NC(=O)COC(=O)COc2cccc3c2OC(C)(C)C3)cc1C	1	-2	0	-22	4	-4	4	-0.6	0	-19	-1.5
N/C(=N/O)c1cccn1Cc1ccccc1[N+](=O)[O-]	-5	-1	1	-7	.	-2	7	-1.6	2	-3	0.7
Cc1c(NC(=O)c2ccc(Cl)c([N+](=O)[O-])c2)cccc1-n1cnnn1	-1	3	-4	-12	.	5	2	-2.3	-1	0	0.8
Cc1ccc(NC(=O)CCn2cnc3ccccc3c2=O)cc1Cl	2	2	-2	-9	3	-10	-1	-1.3	1	5	0.3
CC1CCN(CCCNC(=O)C2CCC(CNS(=O)(=O)c3ccccc3)CC2)CC1 (centres undefined)	-2	-3	3	-7	-5	-12	-2	1.6	1	-7	-0.3
Cc1ccccc1SC1CCN(C(=O)C2CCC(=O)N(C3CC3)C2)CC1 (centres undefined)	1	1	0	-14	12	-5	3	-1.5	-4	2	1.4
